Tcruzi prolif = T. cruzi intracellular proliferation inhibitors, primary screen, cell-based, beta-gal Tulahuen parasites, NIH3T3 host, luminescence | inhibition, % at 8.34 µM | 77,000 tested, 5.9% active | T. cruzi beta-gal in NIH3T3, GalScreen luminescence, 90 h;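 active = mean inhibition above about 93%, with at least 55% of replicates each passing it, limit read from the data, passing the limit was not always enough; inconclusive = only one of those two conditions holds; inactive = neither condition holds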
Pf Dd2 inh = P. falciparum Dd2 growth inhibitors, primary screen, SYBR Green fluorescence, single dose replicates | 94,000 tested, 2.3% active | activity change, % at 10 µM | 72 h; active compounds read low | AID 1159554, 2015; in the data active = activity change below about -80%; inconclusive = no clear call, values can overlap the other calls
GASC1 inh = inhibitors of GASC-1 (KDM4C) histone demethylase, primary screen, biochemical, single concentration HTS. inhibition, % at 12.5 µM. GST-KDM4C 2-372, H3K9me3 peptide, LANCE TR-FRET. 96,000 tested, 0.15% active. Lysine-specific demethylase 4C (Homo sapiens), Q9H3R0;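 active = mean replicate inhibition above about 25%, with at least 55% of replicates also reaching it, limit read from the data, passing the limit was not always enough; inconclusive = only one of those two conditions met; inactive = neither condition met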
Target sequence (Q9H3R0 2-372 limits assumed): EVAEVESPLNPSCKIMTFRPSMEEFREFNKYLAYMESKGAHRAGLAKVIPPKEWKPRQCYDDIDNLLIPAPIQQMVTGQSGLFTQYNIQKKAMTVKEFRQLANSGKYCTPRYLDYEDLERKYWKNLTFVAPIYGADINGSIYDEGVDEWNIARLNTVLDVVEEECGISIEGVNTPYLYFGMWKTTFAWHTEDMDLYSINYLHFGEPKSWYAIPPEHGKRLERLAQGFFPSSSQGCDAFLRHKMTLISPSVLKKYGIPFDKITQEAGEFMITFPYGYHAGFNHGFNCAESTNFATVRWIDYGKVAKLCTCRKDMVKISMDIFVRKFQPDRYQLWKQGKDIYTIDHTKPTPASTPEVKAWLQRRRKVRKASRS
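Material: N-terminal GST-fused human GASC-1 (KDM4C) fragment, residues 2-372. Input: 10 nM enzyme. Incubation: enzyme reaction 30 min, then detection 60 min, both room temperature. Doses: one test concentration per compound. Read-out basis: inhibition from TR-FRET ratio decrease. Detection: LANCE TR-FRET, excitation 340 nm, emissions 618 and 671 nm.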
C diff HTS = C. difficile growth inhibitors, primary screen, HTS. Clostridium difficile clinical isolate growth, OD600, 24 h; active compounds read low. 86,000 tested, 0.25% active. growth activity, negative = inhibition, % at 16 µg/mL (by protocol). AID 1259249, 2017;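 active = mean growth activity at or below -80% and every replicate also at or below -80%; inconclusive = mean at or below -80% but some replicate above -80%; inactive = mean growth activity above -80%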;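 note: 0% = DMSO wells and -100% = levofloxacin 16 µg/mL wells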
An asterisk follows results filed as active; u = inconclusive; x = not tested or not shown; & = joins results of further samples. No enrichment for hits; about 7.3% have a hit in one of these screens.

Every second line gives: Tcruzi prolif	Pf Dd2 inh	GASC1 inh	C diff HTS
> C[C@@H]1CCCCO[C@@H](CN(C)S(=O)(=O)c2cccs2)[C@@H](C)CN([C@@H](C)CO)C(=O)c2cc(NC(=O)CCC(F)(F)F)ccc2O1
    32	-47	0.9	-1
> CC(=O)N1[C@@H]2Cn3c(ccc(C4=CCCCC4)c3=O)[C@H]1[C@@H](C(=O)N[C@H](C)c1ccccc1)[C@@H]2CO
    24	x	1.0	-17
> CCC(=O)N1C[C@H](C)[C@@H](OC)CN(C)C(=O)c2cc(NC(=O)NC3CCCC3)ccc2OC[C@H]1C
    x	8	1.0	-11
> C[C@@H]1CN([C@@H](C)CO)C(=O)Cc2cc(NC(=O)C3CCCCC3)ccc2O[C@H]1CN(C)Cc1ccc(Cl)c(Cl)c1
    64	-66	19	25
> COCC(=O)Nc1ccc2c(c1)C(=O)N(C)C[C@@H](OC)[C@H](C)CN(C(=O)C1CCCC1)[C@@H](C)CO2
    34	21	1.7	x
> Cc1noc(C)c1S(=O)(=O)Nc1ccc2c(c1)C(=O)N([C@@H](C)CO)C[C@@H](C)[C@@H](CN(C)C(=O)Nc1ccc3c(c1)OCO3)OCCCC[C@H](C)O2
    63	-65	2.1	2
> COc1ccc(C(=O)N2C[C@H]3[C@@H](c4ccccc42)[C@H](CO)N3C(=O)NC(C)C)cc1
    46	4	0.9	16
> C[C@H]1CN([C@@H](C)CO)C(=O)c2cccc(NC(=O)C3CC3)c2O[C@H]1CN(C)S(C)(=O)=O
    -27	9	1.6	1
> CC(C)NC(=O)N(C)C[C@@H]1Oc2ccc(NS(=O)(=O)c3ccc(Cl)cc3)cc2CC(=O)N([C@@H](C)CO)C[C@@H]1C
    27	14	3.5	0
> CC(=O)NC[C@H]1[C@@H](c2ccc(C3=CCCC3)cc2)[C@@H](CO)N1C(=O)C1CCC1
    x	14	0.2	-7
> CC=Cc1ccc2n(c1=O)C[C@H]1[C@H](CO)[C@@H](C(=O)NCc3ccc(F)cc3)[C@@H]2N1C (mixture of isomers)
    16	-1	0.2	2
> C[C@H]1CN([C@@H](C)CO)C(=O)c2cc(-c3cccnc3)cnc2O[C@@H]1CN(C)C(=O)C1CC1
    x	38	-0.4	5
> O=S(=O)(N[C@@H]1CC[C@H](CCn2cc(-c3cccc(F)c3)nn2)O[C@H]1CO)c1ccccc1
    9	1	-3.8	-8
> C[C@@H]1CN([C@H](C)CO)C(=O)c2cc(NC(=O)CCC(F)(F)F)ccc2O[C@@H]1CN(C)Cc1ccc(Cl)c(Cl)c1
    17	14	1.0	4
> COc1ccc(NC(=O)Nc2ccc3c(c2)[C@@H]2C[C@H](CC(=O)NCc4ccccn4)O[C@H](CO)[C@@H]2O3)cc1
    21	7	3.8	4
> CCC(=O)N(C)C[C@@H]1Oc2cc(C#CCOC)ccc2S(=O)(=O)N([C@H](C)CO)C[C@H]1C
    68	-24	-0.6	-4
> CCCC#Cc1ccc([C@@H]2[C@H](CO)N3CCCCN(Cc4ccncc4)C[C@@H]23)cc1
    82	-60	2.8	-3
> C[C@H]1CN([C@@H](C)CO)C(=O)c2cc(C#CC3CCCC3)cnc2O[C@H]1CN(C)C(=O)Nc1ccccc1
    61	-26	-1.2	1
> O=C(NC1CCCC1)N1CC(=O)N2[C@H](CO)[C@H](c3ccc(C4=CCCC4)cc3)[C@@H]2C1
    x	-19	1.3	-1
> CN1CCN(C(=O)C[C@H]2CC[C@@H]3[C@H](COC[C@@H](O)CN3C(=O)C3CCCC3)O2)CC1
    76	9	1.7	x
> COc1ccc(CN(C)C[C@@H]2Oc3ccc(NC(=O)CCC(F)(F)F)cc3CC(=O)N([C@H](C)CO)C[C@H]2C)cc1
    34	-12	0.2	5
> CC(C)NC(=O)N(C)C[C@@H]1Oc2ccc(NS(=O)(=O)c3ccc(Cl)cc3)cc2C(=O)N([C@@H](C)CO)C[C@@H]1C
    3	8	-0.9	2
> C/C=C/c1cnc2c(c1)C(=O)N([C@@H](C)CO)C[C@H](C)[C@@H](CN(C)S(=O)(=O)c1ccc(C)cc1)O2
    28&33	-70&-61	-2.9	-2&1
> COc1ccc2c3c(n(C)c2c1)[C@@H](CO)N(C(=O)Nc1ccc(F)cc1)CC31CN(Cc2ccccc2F)C1
    x	-88*	-1.1	-21
> C[C@H](CO)N1C[C@H](C)[C@@H](CN(C)Cc2ccccn2)Oc2cc(C3=CCCCC3)ccc2S1(=O)=O
    53	-61	-1.9	-12
> CO[C@H]1CN(C)C(=O)c2ccc(NS(C)(=O)=O)cc2OC[C@H](C)N(CCC(F)(F)F)C[C@H]1C
    36	4	0.5	-5
> Cc1ccc(S(=O)(=O)N(C)C[C@H]2Oc3ccc(NC(=O)Nc4ccc(C(F)(F)F)cc4)cc3C(=O)N([C@@H](C)CO)C[C@@H]2C)cc1
    -252	32	-1.7	0
> C[C@H](CO)N1C[C@H](C)[C@@H](CN(C)Cc2ccc(Oc3ccccc3)cc2)Oc2ccc(NC(=O)Cn3cnnn3)cc2C1=O
    100	-6	3.5	-15
> O=C(CN1CCOCC1)NCC[C@H]1CC[C@@H](NC(=O)Nc2ccc(C(F)(F)F)cc2)[C@@H](CO)O1
    12	9	6.6	x
> CCNC(=O)C[C@H]1CC[C@@H]2[C@@H](COc3ccc(NC(=O)c4cc(C)on4)cc3C(=O)N2C)O1
    -8	-14	2.8	10

Three compounds from above, sorted by length of the SMILES, low to high.
Every second line gives: Tcruzi prolif	Pf Dd2 inh	GASC1 inh	C diff HTS
> CN1CCN(C(=O)C[C@H]2CC[C@@H]3[C@H](COC[C@@H](O)CN3C(=O)C3CCCC3)O2)CC1
    76	9	1.7	x
> C/C=C/c1cnc2c(c1)C(=O)N([C@@H](C)CO)C[C@H](C)[C@@H](CN(C)S(=O)(=O)c1ccc(C)cc1)O2
    28&33	-70&-61	-2.9	-2&1
> Cc1ccc(S(=O)(=O)N(C)C[C@H]2Oc3ccc(NC(=O)Nc4ccc(C(F)(F)F)cc4)cc3C(=O)N([C@@H](C)CO)C[C@@H]2C)cc1
    -252	32	-1.7	0

(continued)
Every second line gives: Tcruzi prolif	Pf Dd2 inh	GASC1 inh	C diff HTS
> C[C@H](O)C#Cc1ccc([C@H]2[C@@H](CO)N3CCCCN(C(=O)Nc4ccccc4)C[C@@H]23)cc1
    22	-17	19	1
> CNC[C@@H]1Oc2cc(C#CC3CCCCC3)ccc2S(=O)(=O)N([C@H](C)CO)C[C@H]1C
    x	-70	-2.6	x
> CC(=O)N1C[C@H]2[C@@H](c3ccccc31)[C@@H](CO)N2S(=O)(=O)c1ccccc1
    3	9	-0.8	-6
> COc1ccccc1-c1ccc2c(c1)O[C@@H](CN(C)CC1CCOCC1)[C@H](C)CN([C@H](C)CO)S2(=O)=O
    x	-55	2.8	2
> CC(C)C#Cc1cnc2c(c1)C(=O)N([C@H](C)CO)C[C@@H](C)[C@@H](CN(C)C(=O)c1cccc(F)c1)O2
    31	-8	-1.7	12
> O=C(C[C@@H]1C[C@H]2c3cc(NC(=O)Nc4ccc(F)cc4)ccc3O[C@H]2[C@H](CO)O1)NCC1CC1
    -54	-18	1.1	-7
> CCC(=O)N[C@H]1C=C[C@@H](CC(=O)NCc2cc(F)cc(F)c2)O[C@@H]1CO
    -25	-15	-0.4	x
> C[C@@H]1CN([C@@H](C)CO)C(=O)c2cc(NC(=O)c3ccncc3)ccc2O[C@@H](C)CCCCO[C@@H]1CN(C)CC1CCCCC1
    -62	-4	x	x
> COc1ccc(CN2C[C@@H](O)COC[C@@H]3O[C@@H](CC(=O)N(C)C)CC[C@H]32)cc1
    12	27	3.4	11&0
> C[C@H](CO)N1C[C@H](C)[C@@H](CN(C)S(=O)(=O)c2ccc(Cl)cc2)Oc2ccc(NC(=O)CCCCCC(=O)Nc3ccccc3N)cc2C1=O
    x	-86*	-3.3	-6
> C[C@@H]1CN([C@H](C)CO)C(=O)c2ccccc2-c2ccccc2CO[C@@H]1CN(C)Cc1ccc(Cl)c(Cl)c1
    x	u	0.6	4
> C[C@@H](NC(=O)[C@@H]1[C@@H](CO)[C@@H]2Cn3c(cccc3=O)[C@@H]2N1CC1CC1)c1ccccc1
    90	1	1.4	-1
> C[C@H](CO)N1C[C@H](C)[C@@H](CN(C)CC2CC2)Oc2c(NC(=O)Nc3ccc(C(F)(F)F)cc3)cccc2C1=O
    55	-15	9.9	8
> O=C(C[C@@H]1C=C[C@@H](NC(=O)Nc2cccc(F)c2)[C@H](CO)O1)NCC1CC1
    x	-17	-0.1	-1
> COc1ccc2c3c([nH]c2c1)[C@H](CO)N(S(C)(=O)=O)CC31CN(C(=O)c2cccnc2)C1
    x	9	0.2	-2
> C[C@H](CO)N1C[C@H](C)[C@H](CN(C)S(=O)(=O)c2cn(C)cn2)Oc2ncc(C3=CCCC3)cc2C1=O
    65	52	5.7	3
> CCN1[C@@H]2Cn3c(ccc(-c4ccccc4F)c3=O)[C@H]1[C@@H](C(=O)N1CCCCC1)[C@@H]2CO
    12	7	-0.4	-2
> CO[C@H]1CN(C)C(=O)c2ccc(NC(=O)C3CCCCC3)cc2OC[C@H](C)N(Cc2nccs2)C[C@@H]1C
    -45	x	1.0	x
> O=C(C[C@@H]1C[C@@H]2c3cc(NC(=O)C4CCOCC4)ccc3O[C@@H]2[C@H](CO)O1)NCC1CC1
    -17	24	1.1	-4
> COc1ccc(NC(=O)N(C)C[C@@H]2OCCCC[C@@H](C)Oc3ccc(N(C)C)cc3C(=O)N([C@@H](C)CO)C[C@@H]2C)cc1
    67	-6	0.9	-3
> Cc1noc(C)c1NC(=O)N(C)C[C@@H]1Oc2ncc(/C=C/c3ccccc3)cc2C(=O)N([C@H](C)CO)C[C@@H]1C
    x	41	6.5	-5
> Cc1ccc(S(=O)(=O)Nc2ccc3c(c2)C(=O)N([C@H](C)CO)C[C@@H](C)[C@H](CN(C)S(=O)(=O)c2ccc(C)cc2)OCCCC[C@H](C)O3)cc1
    91	-64	0.7	x
> C[C@H](CO)N1C[C@H](C)[C@@H](CN(C)Cc2ccc(-c3ccccc3)cc2)Oc2ccc(NC(=O)NC3CCCCC3)cc2CC1=O
    42	-39	1.3	82
> CNC[C@H]1Oc2cc(C#CC3CCCC3)ccc2S(=O)(=O)N([C@H](C)CO)C[C@@H]1C
    -73	-64	-0.5	-2
> CNC(=O)C[C@H]1CC[C@H]2[C@H](COc3ccc(NC(=O)Nc4ccc(F)c(F)c4)cc3C(=O)N2C)O1
    22	-3	-0.1	-7
> C[C@@H]1CCCCO[C@@H](CN(C)Cc2ccc(C(F)(F)F)cc2)[C@@H](C)CN([C@H](C)CO)C(=O)c2cc(NS(=O)(=O)c3cn(C)cn3)ccc2O1
    16	41	0.9	0
> C[C@H]1CN([C@@H](C)CO)C(=O)Cc2cc(NS(=O)(=O)c3ccc(Cl)cc3)ccc2O[C@@H]1CN(C)Cc1ccc(-c2ccccc2)cc1
    99*	-27	3.0	x
> Cc1cccc(S(=O)(=O)N2C[C@@H]3[C@H](c4ccccc42)[C@H](CO)N3CC2CCCC2)c1
    98*	-21	-1.7	35
> CO[C@@H]1CN(C)C(=O)c2ccc(NS(=O)(=O)c3ccc(C)cc3)cc2OC[C@@H](C)N(Cc2nccs2)C[C@@H]1C
    45	-7	-0.4	x
> C[C@H](CO)N1C[C@H](C)[C@@H](CN(C)C(=O)c2cccnc2)Oc2cc(C#CC3(O)CCCC3)ccc2S1(=O)=O
    32	1	2.0	2
> CO[C@H]1CN(C)C(=O)c2cc(NC(=O)NC(C)C)ccc2OC[C@@H](C)N(C(=O)CN(C)C)C[C@@H]1C
    -12	29	-1.0	0
> Cc1noc(C)c1NC(=O)N(C)C[C@@H]1Oc2ccc(NC(=O)CCCCCC(=O)Nc3ccccc3N)cc2CC(=O)N([C@H](C)CO)C[C@H]1C
    -6	2	3.8	-7
> COc1ccc(S(=O)(=O)N(C)C[C@H]2Oc3ccc(NC(=O)Nc4c(C)noc4C)cc3C(=O)N([C@H](C)CO)C[C@H]2C)cc1
    40	12	-0.9	-5
> Cc1ccc(S(=O)(=O)N[C@H]2CC[C@@H](CCn3cc(-c4ccccc4F)nn3)O[C@@H]2CO)cc1
    x	-47	-0.1	-11
> C[C@@H]1CN([C@H](C)CO)C(=O)Cc2cc(N(C)C)ccc2O[C@@H]1CN(C)S(C)(=O)=O
    28	16	0.5	-2

Whole records from above:
Entry for C[C@@H](NC(=O)[C@@H]1[C@@H](CO)[C@@H]2Cn3c(cccc3=O)[C@@H]2N1CC1CC1)c1ccccc1 = Tcruzi prolif: 90; Pf Dd2 inh: 1; GASC1 inh: 1.4; C diff HTS: -1
Entry for C[C@H](CO)N1C[C@H](C)[C@@H](CN(C)Cc2ccc(Oc3ccccc3)cc2)Oc2ccc(NC(=O)Cn3cnnn3)cc2C1=O = Tcruzi prolif: 100; Pf Dd2 inh: -6; GASC1 inh: 3.5; C diff HTS: -15
Entry for CO[C@H]1CN(C)C(=O)c2ccc(NS(C)(=O)=O)cc2OC[C@H](C)N(CCC(F)(F)F)C[C@H]1C = Tcruzi prolif: 36; Pf Dd2 inh: 4; GASC1 inh: 0.5; C diff HTS: -5
